# From PubChem BioAssay
# Plk1 PBD FP: Plk1 polo box domain binding inhibitors, primary screen, biochemical, fluorescence polarization. Serine/threonine-protein kinase PLK1 (Homo sapiens), P53350. Plk1 PBD phosphopeptide binding. 0.13% of 97,000 active. inhibition, %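 (tested at about 20 µM)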; in the data active means inhibition above about 34%, passing the limit was not always enough
# F-actin modifier: modifiers of F-actin cytoskeleton organization, primary screen, imaging, HUVEC, phalloidin staining, high-content imaging | HUVEC TNFa F-actin phalloidin imaging | inhibition, % at 2 µM | 0.18% of 91,000 active | AID 836, 2007;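 active means inhibition above the batch mean plus 3 SD and confirmed as a hit by visual image inspection, cut at about 30% in these data, passing the limit was not always enough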; further: strong numbers were not always called active
# EphB4 ephrin blk: EphB4-ephrin-B2 interaction antagonists, primary screen, biochemical, TNYL-RAW peptide probe, fluorescence polarization | EphB4 LBD / TNYL-RAW-Alexa532 peptide | inhibition, % at 7 µM | 0.15% of 97,000 active;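 active means inhibition above the screen-wide mean inhibition plus 3 SD, cut at about 15% in these data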;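 further: 0% = DMSO wells and 100% = excess unlabeled TNYL-RAW peptide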
# Target sequence (P54760 whole entry, looked up, the tested form may be a part): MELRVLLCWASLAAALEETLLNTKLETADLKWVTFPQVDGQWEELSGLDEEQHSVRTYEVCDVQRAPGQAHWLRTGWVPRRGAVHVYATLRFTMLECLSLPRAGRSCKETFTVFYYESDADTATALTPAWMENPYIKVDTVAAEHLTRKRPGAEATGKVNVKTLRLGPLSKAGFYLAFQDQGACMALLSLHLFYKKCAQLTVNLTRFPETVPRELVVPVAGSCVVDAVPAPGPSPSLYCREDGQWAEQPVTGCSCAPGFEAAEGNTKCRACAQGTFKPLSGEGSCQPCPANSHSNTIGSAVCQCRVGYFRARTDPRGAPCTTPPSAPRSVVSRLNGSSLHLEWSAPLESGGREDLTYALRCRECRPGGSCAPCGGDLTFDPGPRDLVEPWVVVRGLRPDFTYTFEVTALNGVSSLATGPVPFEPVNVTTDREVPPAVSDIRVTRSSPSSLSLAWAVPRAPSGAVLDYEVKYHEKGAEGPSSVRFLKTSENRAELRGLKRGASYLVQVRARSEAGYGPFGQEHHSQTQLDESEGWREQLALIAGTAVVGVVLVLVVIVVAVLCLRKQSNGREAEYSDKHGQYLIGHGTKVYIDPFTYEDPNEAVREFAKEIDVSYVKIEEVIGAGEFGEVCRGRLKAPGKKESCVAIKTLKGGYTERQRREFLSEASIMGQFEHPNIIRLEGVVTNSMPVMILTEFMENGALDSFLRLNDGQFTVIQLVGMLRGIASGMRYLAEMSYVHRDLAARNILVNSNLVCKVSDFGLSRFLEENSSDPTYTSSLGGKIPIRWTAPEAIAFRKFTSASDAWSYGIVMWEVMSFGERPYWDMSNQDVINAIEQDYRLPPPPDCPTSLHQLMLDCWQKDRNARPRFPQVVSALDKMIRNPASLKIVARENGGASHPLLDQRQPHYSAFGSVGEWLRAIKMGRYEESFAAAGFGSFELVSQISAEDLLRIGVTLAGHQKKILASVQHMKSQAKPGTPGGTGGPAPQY
# PLK1 inh: human PLK1 kinase inhibitors, primary screen, biochemical, TR-FRET; Serine/threonine-protein kinase PLK1 (Homo sapiens), P53350; recombinant PLK1 kinase, TR-FRET peptide phosphorylation; inhibition, % at 10 µM; 0.53% of 97,000 active; AID 619, 2007;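 active means inhibition of 50% or more in the single-concentration screen; inactive means inhibition below 50%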;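 further: 0% = DMSO max control and 100% = H-89 dihydrochloride min control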
# PTPN22 act: LYP phosphatase activators, primary screen, biochemical, DiFMUP fluorescence, 2 µM; Tyrosine-protein phosphatase non-receptor type 22 (Homo sapiens), Q9Y2R2; recombinant LYP; 0 = plate median, 100 = signal doubled; activation, % at 2 µM; 0.11% of 96,000 active;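 active means activation at 2 µM above a set limit, the mean plus 5 SD, cut at about 37% in these data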
# FAK blocker: FAK kinase inhibitors, primary screen, biochemical. Focal adhesion kinase 1 (Homo sapiens), Q05397. biochemical FAK kinase activity assay. inhibition, %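 (tested at 7 µM)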. 0.84% of 97,000 active. AID 727, 2007; in the data active means inhibition above about 19%;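 further: 0% = DMSO and 100% = reference compound high control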
# Rev-RRE block: HIV-1 Rev-RRE binding inhibitors, primary screen, biochemical, FRET, protein-RNA interaction; P05866; Rev peptide-RRE RNA binding; inhibition, % at 8 µM; 0.79% of 97,000 active; AID 704, 2007;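 active means inhibition above the screen-wide mean plus 3 SD, cut at about 35% in these data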;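 further: 0% = median DMSO wells and 100% = median Neomycin B control wells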
# Target sequence (P05866 whole entry, looked up): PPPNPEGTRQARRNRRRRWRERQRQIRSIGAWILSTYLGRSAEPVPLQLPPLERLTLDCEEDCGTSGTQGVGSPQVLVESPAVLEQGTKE
#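 Assay system: Labelled RRE RNA duplex and labelled Rev peptide | Times: 5 min preincubation and 15 min binding, 25 °C | Detection: FRET, ex 480 nm, em 540 and 671 nm | Evaluation: % inhibition of FRET ratio versus controls | Benchmarks: DMSO wells as 0% and neomycin B wells as 100% inhibition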
# PTPN22 inh 2: PTPN22 phosphatase inhibitors, primary screen, biochemical, DiFMUP fluorescence, 2 µM; Tyrosine-protein phosphatase non-receptor type 22 (Homo sapiens), Q9Y2R2; recombinant LYP catalytic domain; inhibition, % at 2 µM; 0.21% of 96,000 active; AID 640, 2007;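 active means inhibition at 2 µM at or above a set limit, the screen mean plus 3 SD, cut at about 24% in these data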;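 further: 0% = DMSO with enzyme and 100% = enzyme fully blocked by orthovanadate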
# PTK2B oligo ant: antagonists of Pyk2 self-association, primary screen, Q293 cells, FERM NanoBiT luminescence, HTS; 0.83% of 99,000 active; Protein-tyrosine kinase 2-beta (Homo sapiens), Q14289; active compounds read low; z-score (the deposit names both 25 µM and 10 µM);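 active means Z-score of -3 or lower, scaled per plate to the spread of control and sample wells; inactive means z-score above -3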;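 further: negative z-score means lost luminescence so less FERM oligomerization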
# * marks the source's active call; other numbers are inactive results; x = not tested or not shown. This is a random part of the collection; 3.5% or so of the library scored in one or more.
# Below each compound – Plk1 PBD FP	F-actin modifier	EphB4 ephrin blk	PLK1 inh	PTPN22 act	FAK blocker	Rev-RRE block	PTPN22 inh 2	PTK2B oligo ant
> Cn1c(=O)c2c(nc(N3CCCCCC3)n2CC(O)COc2ccc(Cl)cc2)n(C)c1=O (stereo not given)
 : 16	-10	3	-8	-4	8	8	1	-0.84
> COC(=O)c1ccc(NC(=O)Cn2nc(-c3ccncc3)nc2SCC(=O)Nc2nccs2)cc1
 : -16	x	1	-7	-1	3	4	3	-1.4
> O=C(NC1CCCC1)c1ccc(COCC(F)(F)C(F)F)o1
 : -7	-8	4	-4	0	-1	5	0	0.38
> CCCCc1ccc(C(=O)NC(C(=O)O)C(C)C)cc1 (stereo not given)
 : -3	-13	8	-5	17	1	2	-17	-0.21
> O=C(O)C1CCN(c2c([N+](=O)[O-])cc(C(F)(F)F)cc2[N+](=O)[O-])CC1
 : 34	-11	9	-2	3	0	-2	0	-0.93
> N=c1c2c(-c3ccccc3)c(-c3ccccc3)n(Cc3ccccc3)c2ncn1CCCn1ccnc1
 : -33	-52	-1	-2	-8	15	14	6	-0.48
> CCCn1nnc(NC(=O)c2ccccc2Cl)n1
 : 32	19	-1	-6	4	-1	4	0	0.19
> CCOc1ccc(C(=O)N2CCN=C2SC)cc1OCC
 : 37	13	1	-8	4	0	1	-4	0.34
> CCn1c(-c2cc(Br)ccc2O)n[nH]c1=S
 : 4	7	4	-6	-8	1	6	12	-1.5
> Cn1c(-c2c(N)n(CCCc3ccccc3)c3nc4ccccc4nc23)nc2ccccc21
 : -9	6	11	-19	1	-1	45*	1	-1
> CCOc1ccccc1NC(=O)CSc1ccccc1
 : -1	1	-1	7	6	1	2	-9	-0.52
> COc1ccc(NCc2nnc(SCC(=O)c3ccc(OC)cc3)n2C)cc1
 : 0	10	-9	-11	4	2	-1	-3	-0.39
> C=CCOC(=O)/C(=C\c1cccc2ccccc12)NC(=O)c1ccccc1
 : -12	-17	-8	-13	9	1	10	-6	-1.4
> CCCOc1ccc(C(O)C(CN2CCOCC2)c2ccccc2)cc1 (stereo not given)
 : 1	10	-8	-9	-4	2	4	6	1.3
> Cn1ccnc1Sc1ccc(/C=N/NC(=O)c2ccccc2[N+](=O)[O-])cc1[N+](=O)[O-]
 : -18	24	3	-10	-6	2	6	9	-0.65
> CCN(CC)c1nc2ccccc2nc1-n1nc(C)cc1C
 : 1	-20	1	-12	1	-1	12	0	-0.26
> CC(Sc1nnnn1-c1ccccc1)C(=O)Nc1ccc(Cl)cn1 (stereo not given)
 : 4	-2	1	-12	1	0	7	5	-2.4
> CCCC(c1nnnn1CC(=O)OCC)N(Cc1cc2ccc(C)cc2[nH]c1=O)C1CCCC1 (stereo not given)
 : 11	3	-2	-8	-4	0	-2	-1	0.87
> O=C(CCc1ccc(S(=O)(=O)N2CCOCC2)cc1)N1CCN(Cc2ccc3c(c2)OCO3)CC1
 : -34	8	2	-7	-6	0	5	7	1.3
> COc1cccc(NC(=O)c2cn(C)c(=O)c3cc(OC)c(OC)cc23)c1
 : 16	x	6	17	3	1	1	-4	1.5
> CSc1nncc(/C(C)=N\Nc2cccc(C)c2)n1
 : -10	-11	-5	0	-7	-2	2	10	-0.61
> O=C(CSc1nnc2sc3ccccc3n12)N1CCN(c2ccccc2)CC1
 : 9	8	2	-13	0	1	3	-3	1.1
> Cc1ccc(OCCNS(=O)(=O)c2ccc(N3CCCC3=O)cc2)cc1C
 : -3	1	4	-7	15	2	10	-18	1.9
> CC1(C)C2(C#N)C(N)=NC3(OCCO3)C12C#N (stereo not given)
 : 9	2	-4	-15	-11	1	5	15	-0.02
> O=C(c1ccccc1Cl)N(C(=O)c1ccccc1Cl)c1nccc(-c2cccs2)n1
 : -29	-7	-6	-9	10	-4	-1	-6	-0.86
> COC(=O)[C@H](C)NC(=O)Nc1ccc(C)c(C)c1
 : 18	-19	2	-7	4	4	8	-5	0.59
> O=C(OC1CCOC1=O)c1cc(-c2ccccc2)nc2ccccc12 (stereo not given)
 : -17	24	10	-2	2	1	3	-3	-0.32
> Cc1nc(SCC(=O)NC(=O)NCc2ccccc2)nc(C)c1C
 : 9	25	3	-4	-2	1	11	4	1.5
> CCOC(=O)C1=C(C)N(CC(C)C)C(=O)/C1=C\c1ccc(OCC(=O)Nc2ccccc2)cc1
 : -41	-8	1	-12	1	-6	5	4	-0.14
> CN1CCc2c(sc3c2c(=O)n(-c2ccc(Cl)cc2)c2nncn32)C1
 : 3	-9	-11	1	-12	2	8	9	0.17
> COc1ccccc1NC(=O)N1CCCC1C(=O)NCc1ccccc1F (stereo not given)
 : -18	10	5	-3	-7	1	5	6	0.55
> Cc1ccc(S(=O)(=O)N(C)c2ccc(OCC(=O)OCc3c(C)noc3C)cc2)cc1
 : -38	x	7	-3	-5	8	9	9	-0.1
> Cc1cc(C(=O)CSc2nc3ccccc3o2)c(C)n1CC1CCCO1 (stereo not given)
 : 0	-14	-3	-11	-5	0	2	1	0.31
> CCOC(=O)C1C(=O)CC(C)(O)C(C(=O)OCC)C1c1ccc2c(c1)OCO2 (stereo not given)
 : -4	4	2	-1	10	-5	3	-12	0.01
> COc1ccc(OC)c2c1sc(=NC(=O)CN1C(=O)CCC1=O)n2C
 : -10	x	1	-475	x	2	3	x	x
> O=C(c1nsnc1-c1ccccc1O)N1CCCCC1
 : -6	-9	3	-12	2	0	11	-2	1.5
> COc1ccc2c(=O)c(C(=O)NCCc3ccc(OC)c(OC)c3)c[nH]c2c1
 : -8	9	4	-5	2	6	8	-5	-0.09
> Cc1cccc(OCC(=O)Nc2cccc(-c3nnc(-c4ccccc4)o3)c2)c1C
 : -14	-23	-1	6	7	10	2	-9	0.58
> CCCSc1nc2c(c(=O)[nH]c(=O)n2C)n1CCc1ccccc1
 : 29	16	4	1	4	0	12	-1	-0.65
> CC(=O)Nc1ccc(S(=O)(=O)Nc2nnc(C(C)C)s2)cc1
 : -14	x	-1	8	5	-3	4	-4	-0.47
> c1ccc(-n2nnnc2Oc2ccc(-n3ccnc3)cc2)cc1
 : -3	13	-2	-10	-1	-3	3	0	0.77
> CC(=O)c1c(C(C)=O)c(C)n(-c2nc(-c3ccc(Br)cc3)c(C)s2)c1C
 : -8	-4	5	-8	-8	-2	13	8	0.26
> O=C(Oc1cccc([N+](=O)[O-])c1)c1cc(-c2ccccc2)nc2ccccc12
 : -11	12	-8	-1	-2	-3	4	3	0.3
> O=C(Nc1cccc2ccccc12)N1CCN(Cc2ccc3c(c2)OCO3)CC1
 : 26	x	0	-1	5	2	3	-2	-0.99
> CCC(=O)NC(=S)Nc1cccc(NC(=O)c2ccc(Cl)cc2Cl)c1
 : 4	-78	-11	4	-8	-6	-4	13	-0.81
> Cc1nc(NC(=O)/C=C/c2ccccc2)sc1C(=O)Nc1ccccc1
 : -9	4	12	-3	5	-4	1	-1	1.4
> Cc1ccc(OCc2nnc(NC(=O)Cc3cccs3)s2)cc1
 : -7	13	-7	-4	1	-1	11	-1	x
> Cc1cc(C)cc(OCC(=O)N2CCCCCC2)c1
 : 9	4	-14	-7	14	1	-4	-17	0.25
> Cc1ccc(S(=O)(=O)N2CCN(S(=O)(=O)N3CCOCC3)CC2)cc1
 : -6	4	5	-5	-2	0	3	0	-0.6
> COC(=O)NCc1ccc(CNC(=O)OC)cc1
 : -12	23	6	-3	-1	-1	8	-1	1.4
> CCOC(=O)C(=O)c1csc(NC(=O)COc2ccc(N(C)S(=O)(=O)c3ccc(F)cc3)cc2)n1
 : 2	-8	0	-5	2	0	5	0	-0.73
> CC(C)CNC(=O)c1ccccc1NC(=O)Nc1ccccc1
 : -11	5	-3	-10	3	0	5	-1	0.06
> CCOC(=O)N1CCN(c2c(NCC3CCCO3)c(=O)c2=O)CC1 (stereo not given)
 : 10	18	-3	1	-2	-3	7	0	x
> Clc1ccc(Nc2ccc(-n3ccnc3)nn2)cc1Cl
 : 4	5	-5	7	11	2	6	-6	-0.08
> O=c1cc(CN2CCN(C/C=C/c3ccccc3)CC2)c2cc(O)ccc2o1
 : -18	8	4	-7	2	4	7	-2	-0.5
> COc1ccc(CCNC(=O)C(=O)NCc2ccc(C(C)C)cc2)cc1OC
 : 6	-1	1	-7	0	-2	-3	-1	-0.68
> O=c1oc2ccccc2cc1-c1csc(NN=C2CCCCC2)n1
 : 4	-1	1	-10	-4	1	7	6	-0.11
> Cc1c(C(O)CN2CCC(C(N)=O)CC2)c2ccccc2n1C (stereo not given)
 : -10	-2	4	-5	-6	4	5	6	-0.66
> O=C(Nc1ccccc1C(=O)NCC1CCCO1)c1ccco1 (stereo not given)
 : -17	-8	0	1	-2	1	2	2	0.61
> CCc1nc(C)cn1S(=O)(=O)c1cc(Cl)c(OC)cc1Cl
 : 20	17	-1	-6	-4	-1	1	1	0.74

# (listing goes on)
# Below each compound – Plk1 PBD FP	F-actin modifier	EphB4 ephrin blk	PLK1 inh	PTPN22 act	FAK blocker	Rev-RRE block	PTPN22 inh 2	PTK2B oligo ant
> COc1ccccc1NC(=O)c1cc2n(n1)C(C(F)(F)F)CC(c1ccc3c(c1)OCO3)N2 (stereo not given)
 : -22	-10	-11	-12	6	-3	4	-10	-0.34
> COc1ccc(CC(=O)c2ccc(O)cc2O)cc1OC
 : 28	-6	2	-15	6	1	2	-9	0.73
> O=C(N/N=C/c1cc([N+](=O)[O-])ccc1Cl)c1ccc2nc[nH]c2c1
 : -40	18	5	0	0	1	1	3	-0.19
> Cc1cccc(NC(=O)CC2SC(=O)N(c3ccccc3)C2=O)c1 (stereo not given)
 : 24	-35	-1	-8	1	0	2	0	2.2
> COc1ccccc1NC(=O)Nc1ccc2c(c1)nnn2C
 : 18	16	4	-17	5	2	3	-5	-0.01
> CC(=O)N1CCN=C1SCc1ccc(F)cc1
 : -15	-10	-2	-19	10	-4	2	-14	x
> Cc1cccc(OCCN2CSC(=S)N(C)C2)c1
 : -22	4	-1	-3	2	-2	-6	-5	0.36
> CN(C)c1ccc(NC(=O)CN2CCN(S(=O)(=O)c3cc(Cl)ccc3Cl)CC2)cc1
 : -32	12	2	-7	-4	0	3	8	-0.41
> COc1ccc([N+](=O)[O-])cc1NC(=S)NC(NC(=O)Cc1ccc(OC)c(OC)c1)C(Cl)(Cl)Cl (stereo not given)
 : -20	4	1	-15	2	5	2	1	-1.4
> Cc1ccc(S(=O)(=O)NCCCCCC(=O)N(C)C)cc1
 : 21	17	1	-7	7	-7	-4	-8	-0.12
> O=C(Nc1sc2c(c1C(=O)NC1CCCCC1)CCC2)c1ccco1
 : 2	4	3	-8	4	0	3	-6	-0.21
> Cc1[nH]c(=O)[nH]c(=O)c1NC(=O)c1cccs1
 : -7	9	6	-6	11	0	5	-12	0.14
> CCCOC(=O)c1ccc(Nc2nc(C)cc(=O)[nH]2)cc1
 : 26	-32	-4	-4	-4	-3	16	2	0.33
> CN(CC(=O)Nc1cccc2c1CCCC2)S(=O)(=O)c1ccc(Cl)cc1
 : -30	4	0	-9	-3	2	14	7	-0.09
> CC(=O)C1C(c2cccc(Oc3ccccc3)c2)NC(=O)NC1(O)C(F)(F)F (stereo not given)
 : 5	-24	-5	-8	4	-6	-1	-5	x
